Compound activity (PubChem BioAssay)
Wee1 degr inh = blocks degradation of human Wee1 kinase | P30291 | HeLa Luc-Wee1K328M stability, luciferase luminescence; 100% = proteasome inhibitor MG132 effect | reporter increase, % at 5 µM | 1.2% of 220,000 active | AID 1321;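 active = activation above the mean of all tested compounds plus 3 SD, set per screening run, cut at about 8.8% in these data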;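 note: cells exposed to compound for 20 h before luminescence read; 0% = DMSO alone and 100% = MG132 at 30 µM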
MDM2 E3 inh = Mdm2 E3 ligase (human) inhibition | cell-based MDM2 ubiquitination luciferase reporter, 2 h; 0 = plate control, 100 = twice control, blank-subtracted | 0.11% of 210,000 active | signal enhancement, % at 5 µM | AID 1230;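 active = signal enhancement of 30% or more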;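 note: luminescence tracks abundance of the self-degrading MDM2-luciferase fusion protein; higher signal means inhibition of MDM2 E3 ligase activity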
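Buffer or medium: Cells held in DMEM | Assay system: Stable mammalian line carrying autodegrading MDM2–luciferase fusion reporter | Quantity: 2000 cells/well | Times: 4 h settle plus 2 h compound, 37 °C | Doses: One concentration, 5 µM, with 0.2% DMSO | Technique: Luminescence with SteadyLite reagent, 15 min at room temperature | Benchmarks: Plate controls and plate blanks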
hK5 inh = blocks human kallikrein 5 protease activity; recombinant hK5, fluorogenic AMC substrate cleavage; inhibition, % at 5 µM; 0.59% of 210,000 active; AID 873;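 active = inhibition of 40% or more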;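 note: 0% = enzyme controls without compound and 100% = no-enzyme blanks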
Target sequence (Q9Y337 67-293 limits assumed): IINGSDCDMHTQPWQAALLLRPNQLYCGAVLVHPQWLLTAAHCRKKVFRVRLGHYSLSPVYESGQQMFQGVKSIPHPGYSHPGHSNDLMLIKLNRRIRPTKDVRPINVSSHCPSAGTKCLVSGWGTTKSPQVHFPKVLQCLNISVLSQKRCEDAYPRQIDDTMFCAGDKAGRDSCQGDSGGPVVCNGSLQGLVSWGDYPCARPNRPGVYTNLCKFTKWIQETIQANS
Rad51 HR inh = Rad51 (human) homologous recombination inhibition; Q06609; hRad51 DNA strand exchange, fluorescence dequenching; inhibition, % at 10 µM; 0.085% of 200,000 active; AID 1385;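 active = inhibition above 40% at the single screening dose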;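 note: 0% = DMSO control wells and 100% = blanks with heterologous ssDNA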
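Material: Human Rad51 nucleoprotein filaments preassembled on unlabelled ssDNA | Also added: Labelled 47-mer dsDNA for strand exchange | Dosing: Single dose, 10 µM final compound | Schedule: 30-min compound preincubation and 15-min exchange, both room temperature | Technique: Fluorescence dequenching at 485/520 nm | Measure: Percent inhibition relative to plate controls and blanks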
eIF4E-4G inh = eIF4E/eIF4G interaction inhibition in translation initiation; 0.37% of 220,000 active; TR-FRET eIF4E-eIF4GI(517-606) binding, 2 h; inhibition, % at 21.7 µM; P63073+Q04637;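 active = inhibition above about 30%, limit read from the data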;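 note: 0% = full FRET control wells and 100% = background wells lacking eIF4GI fragment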
p97 inhibitor = blocks human p97 ATPase activity; AID 1481; inhibition, % at 8 µM; recombinant p97 ATPase, Kinase-Glo ATP luminescence, 3 h; 0.42% of 220,000 active; P55072; in the data active = inhibition above about 15%;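 note: 0% = DMSO vehicle and 100% = wells lacking enzyme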
FXIIa inh = factor XIIa (human) inhibition. purified FXIIa, Boc-QGR-AMC fluorogenic substrate, 2 h. inhibition, % at 5 µM. P00748. 0.3% of 220,000 active; in the data active = inhibition above about 40%;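 note: 0% = enzyme with no compound and 100% = blank without enzyme; many of its hits are not listed in these tables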
Target sequence (P00748 20-372 limits assumed): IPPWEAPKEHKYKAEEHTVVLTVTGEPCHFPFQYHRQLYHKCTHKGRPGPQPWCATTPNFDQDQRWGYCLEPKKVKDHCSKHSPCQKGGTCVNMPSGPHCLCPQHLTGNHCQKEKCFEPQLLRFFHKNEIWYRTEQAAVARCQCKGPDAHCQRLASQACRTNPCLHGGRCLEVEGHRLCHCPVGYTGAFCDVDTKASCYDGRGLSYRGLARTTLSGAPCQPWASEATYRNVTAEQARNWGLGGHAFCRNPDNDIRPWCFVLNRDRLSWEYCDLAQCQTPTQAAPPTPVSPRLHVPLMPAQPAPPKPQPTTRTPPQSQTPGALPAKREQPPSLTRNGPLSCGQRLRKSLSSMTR
Target sequence (P00748 373-615 limits assumed): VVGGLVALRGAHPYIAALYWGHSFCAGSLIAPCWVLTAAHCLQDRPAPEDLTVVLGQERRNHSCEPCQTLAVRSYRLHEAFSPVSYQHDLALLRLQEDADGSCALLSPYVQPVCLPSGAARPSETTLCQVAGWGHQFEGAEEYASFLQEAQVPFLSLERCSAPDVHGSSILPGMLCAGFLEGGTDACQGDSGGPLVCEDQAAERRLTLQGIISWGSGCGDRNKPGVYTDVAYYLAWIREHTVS
FXIa inh = inhibitors of human coagulation factor XIa. P03951. purified FXIa, Boc-Glu-Ala-Arg-AMC fluorogenic substrate. inhibition, % at 5 µM. 0.14% of 220,000 active. AID 798;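 active = inhibition of at least 40%; inactive = inhibition below 40%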;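 note: fluorescence of freed AMC excited at 355 nm; 0% = enzyme without compound and 100% = no enzyme blank; many of its hits are not listed in these tables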
14-3-3 Bad PPI = disrupts binding of bovine 14-3-3 zeta to phospho-Bad peptide | inhibition, % at 21.7 µM | TR-FRET 14-3-3zeta/Dy647-pBad peptide displacement, 1 h | 0.71% of 220,000 active | AID 781;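 active = inhibition above about 70%, limit read from the data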;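 note: 0% = full 14-3-3 plus peptide FRET controls and 100% = background without 14-3-3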
Target sequence (P63103 whole entry, looked up): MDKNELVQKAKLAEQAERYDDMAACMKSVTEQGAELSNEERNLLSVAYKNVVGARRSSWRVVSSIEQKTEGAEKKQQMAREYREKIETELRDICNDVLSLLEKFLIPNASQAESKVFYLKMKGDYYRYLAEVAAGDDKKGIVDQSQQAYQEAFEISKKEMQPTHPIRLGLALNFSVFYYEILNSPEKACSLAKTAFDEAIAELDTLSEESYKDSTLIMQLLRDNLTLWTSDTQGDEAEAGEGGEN
The depositor's hits bear a star; . = not tested or not shown; [ ] = remark or other dose. Random draw from the library. Share with any hit: about 3.5%.

Wee1 degr inh	canonical_smiles	14-3-3 Bad PPI	FXIIa inh	hK5 inh	p97 inhibitor	MDM2 E3 inh	FXIa inh	Rad51 HR inh	eIF4E-4G inh
4	CCN(CC)CC(=O)Nc1ccc(-c2ccc(NC(=O)CN(CC)CC)c(OC)c2)cc1OC	-7	2	-5	3	-5	-2	-9	-1
-4	O=C1c2cnccc2CN1Cc1ccccc1	3	-7	4	3	-19	2	-5	2
-3	O=C(O)c1ccccc1CSc1ccccn1	-6	4	-6	7	0	12	9	0
1	CCSc1ccccc1C(=O)Nc1nncs1	6	7	3	3	-20	1	-12	-5
-2	CCOc1ccc(C2C(C#N)=C(C)NC3=C2C(=O)c2ccccc23)cc1 (configuration not stated)	-17	16	-10	3	-6	8	0	0[fluorescence artefact?]
-2	Cc1ccccc1OCC(O)Cn1c(NCc2ccco2)nc2c1c(=O)n(C)c(=O)n2C (configuration not stated)	-6	13	-10	-5	-22	4	7	-9
0	Cc1onc(-c2ccccc2)c1C(=O)NCCc1ccc(S(N)(=O)=O)cc1	-2	17	-12	3	-13	6	-5	-2
-2	CCCCN(CC)CCNc1c(NC2CCN(C(=O)OCC)CC2)c(=O)c1=O	5	4	6	-6	-5	-7	4	0
-1	CCCCCCCCCCCC(=O)N1CC(=O)NC(=O)C1	7	46*	54*	-17	-9	27	-7	2
1	Cc1ccc(NC(=S)N(Cc2ccccc2)Cc2cccs2)c(C)c1	-6	3	-3	5	-12	-2	6	-2
-1	COc1ccc(NC(=O)c2c(Nc3ccccc3)sc(C(=O)c3ccc(F)cc3)c2N)cc1	-6	11	-2	-2	0	-4	.	-14
-2	C=CCn1c(-c2cccn(Cc3ccc(Cl)cc3Cl)c2=O)n[nH]c1=S	7	17	-16	1	12	7	-9	-2
-2	C=CCNC(=O)CSc1nc2cc(C(=O)OCC)ccc2n1CC	8	26	-15	1	-31	19	-7	4
-2	COc1ccc(-c2[nH]ncc2-c2cscn2)c(O)c1	-13	4	0	6	-7	-1	-5	-1
-2	COc1ccc(C(=O)c2c[nH]c(C(=O)NCc3ccco3)c2)cc1	2	16	-12	1	7	2	.	1
-4	CCOc1ccc2oc(-c3ccccc3)c(C(=O)N3CCN(C)CC3)c2c1	-8	13	-23	1	-8	2	3	10[fluorescence artefact?]
-2	C=CCC1c2cccc(C(=O)O)c2C(=O)N1c1ccc(F)cc1 (configuration not stated)	27[fluorescence artefact?]	9	-24	0	-17	-2	-5	-3[fluorescence artefact?]
-3	COc1ccc(C(=O)CCC(=O)O)cc1	5	13	-11	-2	-18	5	7	-1[fluorescence artefact?]
-1	CCn1c(=O)cc(OCC(=O)NCCCN2CCC(C)CC2)c2ccccc21	-4	11	-16	3	-8	-4	-1	0[fluorescence artefact?]
2	COc1ccc(C(CNC(=O)c2ccc(S(=O)(=O)N(C)C)cc2)N2CCCCC2)cc1 (configuration not stated)	-19	4	-3	3	-7	-3	14	7
4	c1ccc(-c2noc(CN3CCc4sccc4C3)n2)cc1	-14	6	-4	1	-12	-5	-14	4
0	CC/C(=N/Nc1cccc(C)c1)c1cnnc(SC)n1	1	-3	-11	-4	-7	-8	.	-3
0	Cc1cc(C)n2ncc(/C(N)=N/OC(=O)c3ccccc3F)c2n1	-6	2	1	2	-26	-14	6	2
0	Cc1ccc(C(=O)NNC(=O)c2ccco2)cc1	4	8	-7	-4	-8	3	14	13
0	CCOC(=O)Nc1ccc2c(c1)OCO2	-14[fluorescence artefact?]	-13	-5	-2	-21	-11	-1	-1[fluorescence artefact?]

An excerpt of these results, as a markdown table.
| Molecule | Wee1 degr inh | 14-3-3 Bad PPI | FXIIa inh | hK5 inh | p97 inhibitor | MDM2 E3 inh | FXIa inh | Rad51 HR inh | eIF4E-4G inh |
| --- | --- | --- | --- | --- | --- | --- | --- | --- | --- |
| Cc1ccc(C(=O)NNC(=O)c2ccco2)cc1 | 0 | 4 | 8 | -7 | -4 | -8 | 3 | 14 | 13 |
| COc1ccc(C(CNC(=O)c2ccc(S(=O)(=O)N(C)C)cc2)N2CCCCC2)cc1 (configuration not stated) | 2 | -19 | 4 | -3 | 3 | -7 | -3 | 14 | 7 |

(more compounds)
Wee1 degr inh	canonical_smiles	14-3-3 Bad PPI	FXIIa inh	hK5 inh	p97 inhibitor	MDM2 E3 inh	FXIa inh	Rad51 HR inh	eIF4E-4G inh
6	Cc1cc(C)c2c(=O)[nH]c(SCC(=O)c3ccc(C)c(C)c3)nc2n1	17	8	2	6	-4	-4	-5	-5
0	Cc1nnc(NC(=O)CSc2nc(C3CCCCC3)nc3ccccc23)s1	-1[fluorescence artefact?]	14	-41	0	11	-2	14	3
-2	CC(Oc1ccccc1F)C(=O)NN (configuration not stated)	-4	9	-7	-4	6	7	.	2
-1	COc1cc(OC)cc(C(=O)Nc2ccc(-c3nc4ccccc4o3)cc2)c1	-2	-2	-8	-11	14	6	-2	-3
7	COc1cc(/C=C(\C#N)C(=O)N2CCOCC2)cc(Br)c1O	-3[fluorescence artefact?]	12	-4	4	-10	1	0	2
-1	Cc1ccc(-n2c3c(c(=O)[nH]c2=O)C(NS(=O)(=O)c2ccc(C)cc2)(C(F)(F)F)C(=O)N3)cc1 (configuration not stated)	-2	-5	0	7	-16	-8	13	7
-1	Cc1cc(SCC(=O)Nc2ccccc2C)nc(C)n1	5[fluorescence artefact?]	4	-2	-2	-16	2	-4	1[fluorescence artefact?]
-3	O=[N+]([O-])c1cccc(S(=O)(=O)NCCCN2CCOCC2)c1	-9	-3	-13	-7	1	-4	26	2
-3	COC(=O)c1c(C)c(C)nc(N)c1C#N	9	-3	-124	5	-4	-2	0	-1
-2	CCCNC(=O)N1CCC(C(=O)c2ccc(F)cc2)CC1	-12[fluorescence artefact?]	14	-6	4	-6	3	-10	4
-1	CN(Cc1ccccc1)C(=O)COC(=O)c1cc(Cl)nc(Cl)c1	2	10	-1	-4	-5	0	1	-2
2	CCOC(=O)c1sc2nc(C(C)C)c3c(c2c1N)CCC3	4	-20	-19	0	-13	-8	-3	4
-1	CCCOc1c(OC)cccc1C1CC(=O)Nc2cc3c(cc21)OCCO3 (configuration not stated)	-3	1	21	-4	-22	-11	-3	5
5	COc1ccc2cc(Br)ccc2c1CC(=O)NCC1CCCO1 (configuration not stated)	-5	9	-1	-1	-17	-1	28	1
1	COc1ccc(/C=C/C(=O)N2CCN(S(=O)(=O)/C=C/c3ccccc3)CC2)cc1OC	-3	2	-37	0	.	3	.	-4
1	CCCOc1ccc(OCCSc2ncccn2)cc1	-6	5	0	-2	-28	-7	6	-3
-1	CC(NC(=O)c1ccco1)C(c1cccs1)N1CCOCC1 (configuration not stated)	-3	15	-5	-4	-6	9	-4	-3[fluorescence artefact?]
-3	CC(=O)NC(=S)Nc1ccccc1F	-2	5	0	4	-4	2	4	2
0	COc1cccc(Cn2c(=O)c3ccccc3n3nc(C)cc23)c1	6	7	.	1	-16	6	.	3
3	O=C(COc1ccc(CO)cc1)Nc1ccc(F)cc1	6	18	3	4	-2	7	-4	-1
3	CC1CC(C)CN(c2ccc(C(=O)OCC(=O)NC3CCCc4ccccc43)cc2[N+](=O)[O-])C1 (configuration not stated)	-3	-11	-1	-1	-25	-4	5	4
1	Cc1cc(C(=O)CSc2nnnn2C)c(C)n1-c1cccc(F)c1	-11	23	34	-4	-31	14	-5	1
2	COc1ccc(C2C(=O)N(CCc3ccccc3)CC(=O)N2C2CCCCC2)cc1 (configuration not stated)	.	18	1	1	-10	4	-1	.
0	CN(C)S(=O)(=O)c1cccc(NC(=O)COC(=O)CCc2nc3ccccc3s2)c1	8	22	8	-3	-10	-5	-3	3
2	CCOC(=O)c1ccc(N2C(=O)C(CC(N)=O)N(CCc3ccc(OC)c(OC)c3)C2=S)cc1 (configuration not stated)	-1	-4	-21	1	-8	-7	9	-5

Complete entries, quoted from the list.
COc1ccc(C2C(=O)N(CCc3ccccc3)CC(=O)N2C2CCCCC2)cc1 (configuration not stated) as listed: Wee1 degr inh: 2; 14-3-3 Bad PPI: .; FXIIa inh: 18; hK5 inh: 1; p97 inhibitor: 1; MDM2 E3 inh: -10; FXIa inh: 4; Rad51 HR inh: -1; eIF4E-4G inh: .
O=C(O)c1ccccc1CSc1ccccn1 as listed: Wee1 degr inh: -3; 14-3-3 Bad PPI: -6; FXIIa inh: 4; hK5 inh: -6; p97 inhibitor: 7; MDM2 E3 inh: 0; FXIa inh: 12; Rad51 HR inh: 9; eIF4E-4G inh: 0

(list continues)
Wee1 degr inh	canonical_smiles	14-3-3 Bad PPI	FXIIa inh	hK5 inh	p97 inhibitor	MDM2 E3 inh	FXIa inh	Rad51 HR inh	eIF4E-4G inh
6	CC1=CC(C)(C)n2c(O)c(N=N)c3cc(C)cc1c32	2[fluorescence artefact?]	0	10	-2	-5	3	-2	3
-2	Cc1occc1C(=O)Nc1nnc(C2CCCCC2)s1	11	1	10	-4	-12	0	2	3
-2	O=C(CNC(=O)c1cccs1)NCC(=O)OCc1cccc(Cl)c1	-3[fluorescence artefact?]	11	-1	0	-3	-4	-3	-2
0	CC(=O)NS(=O)(=O)c1ccc(NC(=O)/C=C/c2ccc(C)o2)cc1	-18	10	0	9	-8	6	-10	4
0	Cc1c(C(=O)N(C)C)sc2nc(-c3ccccn3)[nH]c(=O)c12	3	0	-11	9	-15	-4	.	-1
-1	CC(C)CNS(=O)(=O)c1ccc(OCC(=O)Nc2ccc3c(c2)OCCO3)cc1	-3[fluorescence artefact?]	12	-2	1	17	6	-16	4
2	O=C(CSc1ncn[nH]1)NC12CC3CC(CC(C3)C1)C2	1	11	22	-4	-21	-4	0	-1
-1	C=CCn1c(SCc2cccc(C#N)c2)nnc1-c1ccccc1O	3	0	-12	-8	-12	-6	-5	-5
0	CCC(=O)Nc1cccc(C(=O)/C=C/c2cc(Br)ccc2OC)c1	6	2	0	-5	-18	-7	-4	0[fluorescence artefact?]
-1	O=C(NCc1cccc(Cl)c1)c1cccc(C(F)(F)F)c1	14	10	-22	-3	-4	5	-4	5
-3	CCn1c(N2CCN(C(=O)Nc3ccc(F)cc3)CC2)nc2ccccc21	-12	9	4	1	-12	1	-13	2
1	O=C(O)CC(NC(=O)CCC1CCCCC1)c1cc([N+](=O)[O-])ccc1Cl (configuration not stated)	-7	3	-13	2	-7	-7	14	1
-1	O=C(O)CCCCCN1C(=O)c2ccc(C(=O)O)cc2C1=O	33	12	-10	6	-29	6	2	10
-2	Cc1ccccc1C(=O)NNc1ccc(-c2csnn2)cc1	-5	9	0	8	3	4	8	2
-4	Cc1ccc(-n2nnc3c(=O)n(Cc4cc(C)ccc4C)cnc32)cc1	-2	11	-4	1	-5	3	-2	-1[fluorescence artefact?]
-1	Cc1ccccc1NC(=O)NCC1CCN(C(=O)OC(C)(C)C)CC1	3	4	-1	-18	-5	-3	-9	5
0	Cc1ccc(-c2cc(C(=O)NCCCN3CCOCC3)no2)cc1	-14	13	-17	-1	-21	2	-6	1
3	O=C(c1cn(-c2ccccc2)nc1-c1cccs1)N1CCOCC1	-16	20	-1	0	33*	5	-8	9
1	CCN(c1ccccc1)S(=O)(=O)c1ccc(C(=O)Nc2nccs2)cc1	2	17	-2	0	0	0	-3	-5
1	Cc1cc(NC(=O)c2ccc(C)s2)n(-c2ccccc2)n1	0[fluorescence artefact?]	-7	-10	4	-6	1	2	-16[fluorescence artefact?]
5	CCOC(=O)N1CCC(Nc2c(NCCCN(C)Cc3ccccc3)c(=O)c2=O)CC1	10	6	0	-4	-22	2	-3	0
